# Bioassay records deposited in PubChem BioAssay by Broad Institute.
# BL2 CD40 inh = CD40 pathway inhibition in BL2 cells. BL2 NF-kB luciferase reporter, CD40L-induced, 4 h. inhibition, % at 10 µM. actives 0.94% (n = 83,000). AID 1053188;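 active = mean inhibition of at least 50% with a set share of replicates also reaching that level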;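 also: 0% = neutral control wells and 100% = IKK inhibitor VII at 50 µM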
# Numbers without * were called inactive; & = joins results of further samples; [ ] = dose if it differs, or a comment. Only part of the results is shown. The share of hits here may be higher or lower than overall.
SMILES,BL2 CD40 inh
N#C[C@@H]1[C@@H](c2ccc(C#Cc3cccc(F)c3)cc2)[C@@H](CO)N1C(=O)C1CC1,3
COc1ccc(C#Cc2ccc([C@H]3[C@H]4CN(C(=O)c5ccncc5)CCCCN4[C@H]3CO)cc2)cc1,53*[25 µM]
CN(C)Cc1cc(C(F)(F)F)ccc1C(O)(c1ccccc1)c1ccccc1,5
COc1ccc(NC(=O)C2CCCCC2)cc1S(=O)(=O)N1CCOCC1,6
CC=Cc1ccc2n(c1=O)C[C@@H]1[C@@H](CO)[C@H](C(=O)NCCC)[C@H]2N1Cc1ccccc1OC (mixture of isomers),-3[25 µM]
O=C1CCCn2cc(nn2)COC[C@@H](c2ccccc2)N1,-9[25 µM]
O=C1C=CC(=O)c2c(O)c(N3CCN(CCOCCO)CC3)c(Br)c(O)c21,85*
C[C@@H]1CN([C@@H](C)CO)C(=O)c2ccccc2-c2ccccc2CO[C@H]1CN(C)C(=O)[C@H](C)c1ccccc1,-1
CCCC(=O)Nc1ccc2c(c1)C(=O)N(C)[C@@H]1CC[C@H](CC(=O)N3CCCCC3)O[C@H]1CO2,-1[25 µM]
O=C(c1ccncc1)N1CCN(S(=O)(=O)c2cccc(C(F)(F)F)c2)CC1,8
O=C(CCS(=O)(=O)c1ccc(F)cc1)Nc1nnc(-c2cccs2)o1,10
COc1ccccc1N(CC(=O)NC1CCCCC1C)S(=O)(=O)c1cccs1 (stereo not drawn),7
Cc1ccccc1CNC(=O)c1ccc(CSCc2ccccc2)cc1,5
Cc1cc(C(=O)Nc2ccncc2)c2ccccc2n1,2
COc1ccc2oc(C(=O)OCC(=O)NCc3ccc(OC)c(OC)c3)c(C)c2c1,6
COc1ccc(Br)cc1C(=O)Nc1ccc(C(=O)O)cc1,1
COc1ccc(C#Cc2ccc3c(c2)[C@H]2[C@H](CCN2C(=O)C2CCC2)[C@H](CO)N3)cc1,-4
C(=C\c1ccccc1)/CSc1nnc(Cc2cccs2)n1-c1ccccc1,-5
CCNC1CCS(=O)(=O)C1 (stereo not drawn),1
Cc1ccc(S(=O)(=O)N(C)C[C@@H]2Oc3cc(-c4cccc(F)c4)ccc3S(=O)(=O)N([C@@H](C)CO)C[C@H]2C)cc1,17[25 µM]
CC(=O)c1cccc(NC(=O)C(C)OC(=O)c2cccc(-n3cnnn3)c2)c1 (stereo not drawn),-13
CN1CCN(Cc2ccc(Sc3ccc(Cl)cc3)c([N+](=O)[O-])c2)CC1,9
Cc1onc(-c2ccccc2)c1C(=O)OCC(=O)Nc1ccccc1,-12
CCOc1ccc(OCCC(=O)OCC(=O)Nc2cc(C)nn2-c2ccccc2)cc1,11
CN1c2ccc(-c3ccc(C#N)cc3)cc2[C@H]2[C@H](CCN2S(=O)(=O)c2ccc(F)cc2)[C@@H]1CO,20[25 µM]
CC1CCc2c(C(=O)NCc3ccccn3)csc2C1 (stereo not drawn),-66
O=C(O)c1ccccc1-c1ncc(-c2ccccc2)o1,-6
CC(Oc1ccccc1)C(=O)N1CCN(c2ccc(N3CCCCCC3)nn2)CC1 (stereo not drawn),11
O=C(Nc1ccc(Br)cc1)N1CCCCCCC1,-18
c1csc(CSc2nc3ccccc3s2)c1,-87
CC(Nc1nc(N2CCOCC2)nc2ccccc12)c1ccccc1 (stereo not drawn),5
COc1cc(Cl)ccc1OCc1cc(C(=O)N2C[C@@H]3CCC[C@H]2C3)no1,-114
Cn1cnc(CCNC(=O)C[C@@H]2CC[C@@H]3[C@H](COC[C@H](O)CN3C(=O)Nc3ccc(C(F)(F)F)cc3)O2)c1,5[25 µM]
Cc1ccc(-n2cccn2)c(CN2CCCC(CNC(=O)c3ccc(F)cc3)C2)c1 (stereo not drawn),13
Cc1cc(C(F)F)nn1CC(=O)NC1CCCC1,8
CCOC(=O)CNC(=O)N1CCCC(CNS(=O)(=O)Cc2ccccc2)C1 (stereo not drawn),2
CCOC(=O)c1c(NC(=O)COC)sc2c1CCCC2,6
COc1ccc(-c2nc(NC(C)=O)sc2-c2ccc(OC)cc2)cc1,13
COC(=O)C(Cc1ccccc1)NC(=O)CC(C)CC(=O)Nc1ccc(C)cc1 (stereo not drawn),-4
COc1ccccc1C(CNC(=O)c1ccc(S(=O)(=O)N2CCCCC2)cc1)N(C)C (stereo not drawn),2
c1ccc(CNn2nnnc2-c2ccccc2)cc1,9
COc1ccc2c3c(n(C)c2c1)[C@H](CO)N(C(C)=O)CC31CN(Cc2ccc(Cl)cc2)C1,68*[25 µM]
CNC(=O)c1csc(-c2cccs2)n1,-10
COc1ccc(S(=O)(=O)N(C)C[C@H]2OCCCC[C@@H](C)Oc3ccc(NS(=O)(=O)c4ccc(Cl)cc4)cc3C(=O)N([C@H](C)CO)C[C@H]2C)cc1,3
Cc1ccc(CN2CC(C(=O)Nc3ncc(C)s3)CC2=O)cc1 (stereo not drawn),78*
COCCNC(=O)C1CCN(S(=O)(=O)c2c(C)noc2/C=C/c2cccs2)CC1,3
COc1ccc(C(=O)N2N=C(c3ccccc3)CC2(O)C(F)(F)F)cc1 (stereo not drawn),-4
O=C(Nc1ccccn1)C1CCN(C(=O)c2ccc(F)cc2)CC1,7
CN1C(=O)c2cc(NC(=O)c3cnccn3)ccc2OC[C@H]2O[C@@H](CC(=O)Nc3cc(F)ccc3F)CC[C@@H]21,12[25 µM]
C(=C\c1ccccc1)/CNCC1CCCO1 (stereo not drawn),7

# More structures
SMILES,BL2 CD40 inh
N#Cc1ccc(-c2ccc3c(c2)[C@H]2[C@H](CCN2C(=O)C2CCC2)[C@@H](CO)N3)cc1,47
COc1ccc(C(=O)CCC(=O)N2CCN(c3ccccc3)CC2)cc1,-6
CCCCSc1nc2ccccc2n1CC(=O)O,0
CCCCNC(=O)CCCCCNS(=O)(=O)c1ccc(Br)cc1,11
O=C(COc1ccc(F)cc1Cl)Nc1ccc(S(=O)(=O)Nc2nccs2)cc1,-35
O=C(Cc1coc2ccc3ccccc3c12)Nc1nnc(C2CC2)s1,13
O=C(O)c1cccc2c1C(=O)N(C1CCCC1)C2,13
CS(=O)(=O)N1CCN(c2ccc(NC(=O)c3ccc([N+](=O)[O-])o3)cc2)CC1,-85
CN(c1ccccc1)S(=O)(=O)c1cccc(C(=O)OCC(=O)Nc2ccc(C(N)=O)cc2)c1,-3
CCN(CC)S(=O)(=O)c1ccc(OC)nc1,1

# An excerpt from above in order of their number in BL2 CD40 inh, falling:
molecule | BL2 CD40 inh
N#Cc1ccc(-c2ccc3c(c2)[C@H]2[C@H](CCN2C(=O)C2CCC2)[C@@H](CO)N3)cc1 | 47
CCCCNC(=O)CCCCCNS(=O)(=O)c1ccc(Br)cc1 | 11
CCCCSc1nc2ccccc2n1CC(=O)O | 0
CN(c1ccccc1)S(=O)(=O)c1cccc(C(=O)OCC(=O)Nc2ccc(C(N)=O)cc2)c1 | -3

# Entries listed so far with a nitro group on carbon:
SMILES,BL2 CD40 inh
CN1CCN(Cc2ccc(Sc3ccc(Cl)cc3)c([N+](=O)[O-])c2)CC1,9
CS(=O)(=O)N1CCN(c2ccc(NC(=O)c3ccc([N+](=O)[O-])o3)cc2)CC1,-85

# Additional structures follow.
SMILES,BL2 CD40 inh
CC1(C)Cc2c(C#N)c(N3CCCC3)nc(-c3ccco3)c2CO1,9
COc1cccc(-c2ccc3c(c2)[C@@H]2[C@@H](CCN2C(=O)C2CCC2)[C@H](CO)N3)c1,7
O=C(NCCN1CCOCC1)N1CCOCC1,12
CC(C)CCN1C(=O)c2ccc(C(=O)OCC(=O)N(C)C3CCS(=O)(=O)C3)cc2C1=O (stereo not drawn),2
O=C(NCc1ccncn1)[C@H]1[C@H](CO)[C@H]2Cn3c(ccc(-c4ccncc4)c3=O)[C@H]2N1CC1CC1,13[25 µM]
CCOc1ccc(CN(C)C(=O)CN2C(=O)NC(c3ccccc3)(c3ccccc3)C2=O)cc1,1
O=C(Cn1c(NCCO)nc2ccccc21)Nc1cccc(S(=O)(=O)N2CCCC2)c1,9
COc1ccc(C(=O)NCC(=O)OCC(=O)NC2CCCCCC2)cc1,0
COc1ccc(CCN(C)C(=O)c2c(C)noc2C)cc1OC,6
O=C(N/N=C/c1cn(Cc2ccccc2)c2ccccc12)c1ccncc1,11
CCN(CC(=O)NCc1ccc(F)cc1)C(=O)C1CC1C (stereo not drawn),1
COc1ccc(C(=O)C2CCCN(C3Cc4ccccc4C3)C2)cc1OC (stereo not drawn),6
O=C(C1CC1c1ccccc1)N1CCN(c2cccc(Cl)c2)CC1 (stereo not drawn),2
C[C@H](CO)N1C[C@H](C)[C@H](CN(C)S(=O)(=O)c2ccccc2)Oc2c(NC(=O)c3ccncc3)cccc2C1=O,1[25 µM]
COc1ccccc1CNC(=O)C[C@H]1CC[C@H]2[C@H](COc3ccc(NC(C)=O)cc3C(=O)N2C)O1,-8[25 µM]
CC(Oc1ccc(-c2nnco2)cc1)C(=O)N1CCOCC1 (stereo not drawn),2
COc1ccc(NC(=O)N[C@H]2CC[C@@H](CCNC(=O)CN3CCOCC3)O[C@H]2CO)cc1,-4[25 µM]
O=C(CN1C(=O)COc2ccc(Cl)cc21)N1CCCCC1,8
C[C@@H]1CN([C@H](C)CO)C(=O)CCCn2cc(nn2)CO[C@@H]1CN(C)Cc1ccc2cccnc2c1,0[25 µM]
COC(=O)c1cc(C(=O)CC(C)C)c[nH]1,3
COc1ccc(CNC(=O)C[C@@H]2C[C@H]3c4cc(N(C)C)ccc4O[C@H]3[C@@H](CO)O2)cc1,-13[25 µM]
C[C@H]1CN([C@@H](C)CO)C(=O)c2ccccc2-c2ccccc2CO[C@H]1CN(C)C(=O)CCN(C)C,-5
O=C(Nc1nccs1)c1ccc(S(=O)(=O)N2CCCCC2)cc1,-21
O=C(c1cn(-c2ccccc2)nc1-c1ccncc1)N1CCCCC1,11
Cc1ccc2nc(-c3cc(-c4ccccc4)no3)cn2c1,63*
O=C(Nc1nnc(S(=O)(=O)N2CCCC2)s1)c1ccccc1F,-5
Cc1cccc(S(=O)(=O)N(C)C[C@H]2OCc3ccccc3-c3c(n(C)c4ccccc34)C(=O)N([C@H](C)CO)C[C@@H]2C)c1,9
C[C@@H]1CN([C@H](C)CO)C(=O)CCCn2nncc2CO[C@H]1CN(C)C(=O)C1CC1,-5
CO[C@H]1CN(C)C(=O)c2ccc(NC(=O)c3cc(C)on3)cc2OC[C@H](C)NC[C@@H]1C,15[25 µM]
O=C(Nc1cccc(F)c1)N1[C@@H]2CNC[C@H]1C2c1ccc(-c2cccc(F)c2)cc1 (stereo partly drawn),4&0
CN(C(=O)CCc1nnc(Cc2ccc(-c3ccccc3)cc2)o1)C1CCOCC1,3
Cc1cccc(OCc2ccc(C(=O)Nc3cc(C)on3)o2)c1,3
COCc1c(C(=O)OCc2nnc(-c3ccc([N+](=O)[O-])cc3)o2)oc2ccccc12,-5
COc1ccc(-n2nc(C(=O)N(C)C3CCCCC3)c3ccccc3c2=O)c(OC)c1,8
O=C(COC(=O)CNC(=O)c1ccccc1)NCCCc1ccccc1,-1
C[C@H](CO)N1C[C@H](C)[C@H](CN(C)C(=O)Nc2cccc(F)c2)OCc2ccccc2-c2ccccc2C1=O,-3
COCc1c(C(=O)NC2CCCCCC2)oc2ccccc12,-16
N#C[C@@H]1[C@@H](c2ccccc2-c2cccc(F)c2)[C@H](CO)N1C(=O)C1CCCC1,6
CCCn1c(N)c(C(=O)COC(=O)/C=C/c2ccc(OC(F)F)c(OC)c2)c(=O)[nH]c1=O,14
O=C(C[C@H]1C=C[C@H](NC(=O)c2cccc(F)c2)[C@H](CO)O1)NCc1ccccc1,1
O=C(COC(=O)c1cc2ccccc2cc1O)NCc1ccccc1,-4
COc1ccccc1CNC(=O)c1cccc2c1C(=O)N(Cc1cccnc1)C2,18
Cc1ccc([N+](=O)[O-])cc1N(CC(=O)NC1CCCC1)S(C)(=O)=O,3
Cc1ccc(CNC(=O)c2ccccc2NC(=O)CN2CC(C)OC(C)C2)cc1 (stereo not drawn),10
COCC(=O)Nc1ccc2c(c1)[C@H]1C[C@@H](CC(=O)N3CCOCC3)O[C@@H](CO)[C@H]1O2,-3[25 µM]
O=C(CN1CCCCC1)NCC(=O)Nc1ccc(F)c(F)c1F,2
C/C=C/c1ccc([C@H]2[C@@H](CN(C)C(=O)CC3CC3)N(C(=O)C3CC3)[C@H]2CO)cc1,9[25 µM]
CCOc1ccc(OCCC(=O)OCC(=O)NNC(=O)c2ccccc2)cc1,6
C[C@@H]1CN([C@@H](C)CO)C(=O)Cc2cc(NS(C)(=O)=O)ccc2O[C@H]1CN(C)C(=O)Nc1ccccc1,-8[25 µM]
COc1ccc(C(=O)Nc2ccccc2C(=O)N2CCCCCC2)cc1,2

# Some of the entries above in a different format:
CC=Cc1ccc2n(c1=O)C[C@@H]1[C@@H](CO)[C@H](C(=O)NCCC)[C@H]2N1Cc1ccccc1OC (mixture of isomers)
  BL2 CD40 inh = -3[25 µM]
Cc1cc(C(F)F)nn1CC(=O)NC1CCCC1
  BL2 CD40 inh = 8
C[C@H](CO)N1C[C@H](C)[C@H](CN(C)C(=O)Nc2cccc(F)c2)OCc2ccccc2-c2ccccc2C1=O
  BL2 CD40 inh = -3
CNC(=O)c1csc(-c2cccs2)n1
  BL2 CD40 inh = -10

# Remaining list, next part.
SMILES,BL2 CD40 inh
COc1ccc(-c2nnc(SCC(=O)N(C)C3CCS(=O)(=O)C3)n2C(C)C)cc1 (stereo not drawn),1
O=C(COc1cccnc1[N+](=O)[O-])NCc1cccs1,3
O=C(NN=Cc1ccccc1)NN=Cc1ccccc1,6
O=C(CC1C(=O)NCCN1Cc1c(F)cccc1Cl)NC1CCCC1 (stereo not drawn),6
O=C(CCNC(=O)c1ccc([N+](=O)[O-])cc1)Nc1cc(C(F)(F)F)ccc1N1CCOCC1,10
O=C(C1CC1)N1CCc2cc(S(=O)(=O)NCC3COc4ccccc4O3)ccc21 (stereo not drawn),4
CCn1nnc2cc(C(=O)N(CCOC)CC(=O)Nc3cccc(C)c3C)ccc21,5
Cc1cc(C)n2nc(CNS(=O)(=O)c3ccc(F)cc3)nc2n1,-2
